Source: PubChem (several laboratories)
WT yeast gro inh – growth inhibition of WT strain, primary screen, mitochondrial fusion inhibitor project, WT and mutant strains, chemical genetic; mitochondrial fusion phenotypic screen; inhibition, % at 10 µM; hit rate 2.1% among 190,000; in the data active = inhibition above about 58%; tested in S. cerevisiae
Autophagy mod – autophagy modulators in MEF cells, primary screen, imaging, high-content, MEF GFP-LC3. calls only at 10 µM (by protocol). MEF GFP-LC3 puncta imaging; test concentration mostly 10 µM. hit rate 0.98% among 190,000;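 active = percentage of spot-positive cells more than 3 SD above its plate mean, without a fluorescence outlier flag or 80% toxicity; inconclusive = no clear call, values can overlap the other calls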;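 also: spot-positive cell cutoff set from DMSO-treated cells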
MT stabilizer – microtubule stabilizers in HeLa cells, primary screen, imaging, high-content imaging; HeLa tubulin immunostaining HCS, 24 h; share of cells brighter than vehicle mean+2SD; % tubulin-high responders, % at 10 µM; hit rate 0.83% among 200,000; AID 2205, 2009;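 active = plate Z-score above 3 for both tubulin-high and condensed-nucleus cell shares, with cell loss under 80%, at 10 µM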;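 also: anti alpha tubulin signal scored within the nucleus-defined area of each cell; some results filed as inactive read as strong as hits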
bCat nuc transl – modulators of beta-catenin nuclear translocation, primary screen, imaging, HeLa cells, immunofluorescence, high-content; nuclear translocation activity, % at 5 µM; hit rate 0.3% among 190,000; AID 1665, 2009;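 active = nuclear translocation activity above 50% at 5 µM, with a well cell count of 50 or more; inconclusive = wells under 50 cells across six images, flagged as toxic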;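 also: per-cell ratio of nuclear to cytoplasmic median beta-catenin stain intensity; plate controls were DMSO negative control for no effect and GSK-3 inhibitor IX positive control for full effect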
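Test system: HeLa cells, endogenous beta-catenin; Compound: single 5 µM dose plus 0.02–20 µM confirmation series; Times: compound exposure 24 h at 37°C; Signal: fluorescence imaging of beta-catenin antibody stain plus DAPI; Read-out: % activation, nuclear-to-cytoplasmic median beta-catenin signal ratio per cell.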
human PMI inhibitors – human PMI inhibitors, high substrate, primary screen, biochemical, fluorescence intensity, high mannose 6-phosphate (AID 1220). Mannose-6-phosphate isomerase (Homo sapiens). recombinant PMI enzyme, coupled fluorescence intensity; higher % means a stronger effect. inhibition, % at 20 µM; hits with a dose series show IC50 in µM. hit rate 0.66% among 190,000
Yfh1-depleted yeast – enhancers of respiration in Yfh1-depleted yeast, dose response, Friedreich's ataxia, plus single-dose screen (AID 1465). S. cerevisiae Yfh1-off respiration, WST-1 reduction, 72 h; higher fold induction means a stronger effect. one-dose fold induction at 50 µM; EC50 in µM for titrated hits. hit rate 0.074% among 220,000;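 active = fold induction of absorbance versus untreated yeast above a set limit, then at least 30% activation at any dose in follow-up; inconclusive = repeats straddling the limit, or above it without dose testing; inactive = fold induction below the set limit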;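 also: activators that raise dye reduction in frataxin-depleted yeast; strong numbers were not always called active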
Ins promoter up – insulin promoter activators in MIN6 cells, imaging, high-content screening, mouse beta cells | MIN6 insulin promoter-GFP reporter; hits give high values | z-score at 5 µM | hit rate 0.3% among 190,000;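 active = z-score above 3 at 5 µM with at least 500 cells counted in the well; inconclusive = wells under 500 cells, flagged as cytotoxic or low count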
human PMI inhibition – inhibitors of human PMI, primary screen, biochemical, fluorescence intensity, coupled assay (AID 1209). purified PMI enzyme, coupled fluorescence intensity; higher % means a stronger effect. Mannose-6-phosphate isomerase (Homo sapiens). inhibition, % at 20 µM; hits with a dose series show IC50 in µM. hit rate 0.42% among 190,000;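 also: plate controls were DMSO vehicle for no effect and wells lacking substrate for full effect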
Dynein cargo inh – inhibitors of GR-EGFP nuclear translocation, primary screen, dynein cargo transport inhibitor project, imaging, high-content, 3617.4 mouse cells. test concentration mostly 20 µM; stimulated with dexamethasone, 1 µM; hits give low values. z-score, hits read low. hit rate 0.47% among 220,000;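 active = plate z-score of nuclear minus cytoplasmic receptor signal below a set negative limit, without overly bright fluorescence or cell loss, cut at about -3.5 in these data, passing the limit was not always enough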;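 also: z-score of nuclear minus cytoplasmic ring GR-EGFP intensity difference per well; some compounds called inactive have numbers as strong as hits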
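Also added – dexamethasone, 1.0 µM final · Buffer or medium – tet-free, stripped-serum medium · Schedule – induction 48 h, compound 1 h, agonist 30 min · Detection – formaldehyde fixation, Hoechst nuclear stain, 10x automated fluorescence imaging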
WT yeast gro inh mutant strain – further read-out of WT yeast gro inh, marked with its call; inhibition, %; mitochondrial fusion phenotypic screen, mutant strain inhibition
Dynein cargo inh cytoplasmic EGFP – also measured in Dynein cargo inh; calls as there; z-score; measured here: cytoplasmic GR-EGFP intensity; hits give high values
Dynein cargo inh nuclear GR-EGFP – second read-out of Dynein cargo inh, no call of its own (marks repeat the call); z-score; measured here: nuclear GR-EGFP intensity;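 lower value marks the stronger effect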
Dynein cargo inh cell count – second read-out of Dynein cargo inh, no call of its own (marks repeat the call); z-score; measured here: cell count per field
Ins promoter up cell count – further read-out of Ins promoter up, marked with its call; cell count; measured here: cytotoxicity, nuclei count;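 total cells summed across four imaged fields per well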
bCat nuc transl cell count 5 µM – further read-out of bCat nuc transl, marked with its call; cell count; measured here: cell count, cytotoxicity flag
MT stabilizer Hoechst-high % – also measured in MT stabilizer; calls as there; % Hoechst-high responders; measured here: nuclear condensation Hoechst responders;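 share of cells brighter than vehicle mean plus two SD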
MT stabilizer cytotoxicity % – also measured in MT stabilizer; calls as there; toxicity, %; measured here: cytotoxicity by cell density;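 0% = mean cell density of plate MIN control wells and 100% = no cells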
Autophagy mod cell loss 18 h – also measured in Autophagy mod; calls as there; toxicity, %; measured here: cell loss, nuclei count;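 cell loss after 18 h compound exposure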
Starred values were filed as active, the others as inactive; i = inactive; ? = inconclusive; · = no result given. Rule as the data show it, unless noted: active = inhibition above about 50%; inactive = the rest.

Value order – bCat nuc transl	Dynein cargo inh cell count	human PMI inhibition	Yfh1-depleted yeast	MT stabilizer	Ins promoter up cell count	human PMI inhibitors	MT stabilizer Hoechst-high %	MT stabilizer cytotoxicity %	WT yeast gro inh mutant strain	Dynein cargo inh nuclear GR-EGFP	WT yeast gro inh	Autophagy mod	Dynein cargo inh cytoplasmic EGFP	Ins promoter up	Autophagy mod cell loss 18 h	bCat nuc transl cell count 5 µM	Dynein cargo inh
- CCOc1ccccc1C(=O)NC1CC2CCCC(C1)N2C1CC1 (stereo unspecified)
 : 1.9	0.162	7.1%	i	2.0	1129	18.4%	1.2	2.8	-6.1	-0.19	6.3	i	-0.184	-1.3	-0.9	1141	-0.0206
- CNC(=S)NC1(C)CCS(=O)(=O)C1 (stereo unspecified)
 : -0.7	-1.13	·	i	·	1078	·	·	·	·	0.0895	·	·	-0.195	0.06	·	1314	0.265
- CCOC(=O)c1cc(NC(=O)c2ccc(OC)cc2)c(=O)oc1-c1ccccc1
 : -0.4	0.417	-2.3%	i	1.8	1737	3.2%	1.2	5.0	10.3	-0.0419	-3.3	i	-0.123	-0.46	-0.6	1438	0.447
- CCCOC1CCCN(Cc2cn(C)nc2-c2ccccc2F)C1 (stereo unspecified)
 : 1.1	0.709	-1.2%	i	2.0	1462	-1.5%	1.7	1.0	10.3	-0.619	8.1	i	-0.227	-0.35	-1.4	947	-0.823
- CC(C)CCNc1nc(-c2ccco2)c2c(c1C#N)CCCC2
 : -6.4	0.832	5.4%	i	1.4	·	0.2%	1.5	9.7	27.2	-0.304	28.2	i	-0.293	·	4.6	1122	-0.773
- CCc1ccc(C(C)NC(=O)c2ccc(F)cc2)cc1 (stereo unspecified)
 : 1.3	-1.59	17.8%	i	2.8	·	17.0%	1.7	8.5	-2.1	1.04	8.8	i	-0.0518	·	-3.3	1020	1.52
- COc1ccc(NS(=O)(=O)c2ccc3c(c2)NC(=O)CO3)cc1
 : -1.1	0.109	-2.4%	i	4.4	1272	1.3%	3.1	9.7	-4.0	-0.198	-1.2	i	-0.315	0.05	-6.0	1119	-0.426
- O=C(c1cccs1)N1CCC2(O)CCCCC2C1c1ccc(F)cc1 (stereo unspecified)
 : -4.5	0.926	5.9%	i	5.5	1492	-5.5%	3.6	13.8	-6.1	0.274	-20.0	i	-0.277	1.22	-0.9	1059	0.337
- COc1cc(/C=N/Nc2nnc3c(n2)[nH]c2ccccc23)ccc1O
 : 2.4	0.467	1.5%	i	3.6	1646	2.4%	3.0	7.8	7.9	-0.0456	5.2	i	-0.273	1.09	-2.7	938	0.199
- O=C(CSc1nc2c(c(=O)n1-c1ccccc1)SCC2)N1CCN(c2ccccc2)CC1
 : 0.0	0.22	0.4%	i	4.9	1466	-2.9%	1.2	10.2	-6.2	0.427	0.5	i	-0.185	-0.65	-10.5	1260	0.34
- Brc1ccc(-c2nnc(SCCC3OCCCO3)o2)cc1
 : -1.2	1.05	0.6%	i	2.9	1604	-2.4%	2.2	9.8	16.0	0.638	11.5	i	0.467	0.01	20.0	1379	0.314
- CC(C)=NNC(=O)c1c(O)c2ccccc2[nH]c1=O
 : -1.5	1.19	·	i	·	1375	·	·	·	·	-0.391	·	·	-0.228	1.23	·	1161	-0.172
- CCOC(=O)c1ccccc1NC(=O)CSc1nc2c(c(=O)n(C)c(=O)n2C)n1C
 : 0.0	0.651	0.7%	i	3.1	1942	1.3%	1.1	4.1	-7.5	-0.55	25.0	i	-0.0442	0.46	0.4	1055	0.192
- Oc1ccccc1-c1nnc(SCCN2CCOCC2)n1Cc1ccccc1
 : -5.7	-0.0695	-17.8%	i	7.8	·	-16.3%	3.3	2.2	14.2	0.457	0.8	i	-0.337	?	22.4	944	1.7
- C=CCn1c(C)cc(C(=O)CSc2nnc(NC(C)C)s2)c1C
 : -2.9	0.224	-0.6%	i	1.8	1099	-0.8%	1.7	9.0	9.5	-0.245	-42.9	i	-0.185	-0.11	3.1	1330	0.0139
- Cc1ccc(C)c(Cn2cnc3c(oc4ccccc43)c2=O)c1
 : -0.8	0.72	5.8%	i	2.4	1242	6.0%	3.0	7.5	-14.3	-0.432	-1.7	i	-0.346	-0.12	0.8	1116	-0.611
- Cc1cc2c(cc(C(=O)OC(C(=O)NCC3CCCO3)C(C)C)n2C)o1 (stereo unspecified)
 : -1.9	0.73	-4.5%	i	2.1	1582	3.4%	1.0	6.1	9.1	0.0762	-20.6	i	-0.311	-0.67	2.2	968	0.352
- O=C(COC(=O)CCC(=O)c1cccs1)Nc1ccc(S(=O)(=O)N2CCOCC2)cc1
 : -3.3	-0.929	-9.7%	·	3.1	1171	-9.8%	2.9	5.0	30.7	1.72	10.5	i	-0.218	0.83	12.5	881	1.54
- O=C(O)c1ccccc1N/N=C/C1=C(N2CCOCC2)C(=C\c2ccccc2)/CC1
 : 0.5	0.407	·	i	·	1067	·	·	·	·	-0.216	·	·	0.207	-0.62	·	1299	-0.604
- CC12CCC(C(=O)N(CCCCN3CCN(Cc4ccccc4)CC3)C1=O)C2(C)C (stereo unspecified)
 : -1.0	-0.401	·	i	·	1016	·	·	·	·	0.51	·	·	-0.252	-0.4	·	1293	-0.139
- Cc1nc2nc(-c3ccco3)[nH]n2c(=O)c1Cc1ccccc1
 : 0.6	0.874	2.3%	i	3.9	1197	-4.4%	2.2	3.4	-3.6	-0.601	-7.9	i	-0.23	0.14	-7.6	992	-1.1
- O=C(COc1ccc(S(=O)(=O)N2CCCCC2)cc1)NCC1CCCO1 (stereo unspecified)
 : 0.7	-0.252	16.4%	i	1.7	1417	13.8%	1.5	6.4	11.2	0.0761	5.4	i	-0.184	-0.03	4.3	1111	-0.18
- C#CCOc1nc2c(c(=O)n(C)c(=O)n2C)n1Cc1ccccc1
 : -0.1	-0.23	·	i	·	997	·	·	·	·	0.563	·	·	-0.221	-0.39	·	1348	-0.549
- Cc1nc2cc(C(=O)O)ccc2n1C1CCCCC1
 : -3.5	0.331	-7.3%	i	3.2	1239	-9.1%	1.9	4.6	-8.9	0.237	0.3	i	-0.29	0.54	-3.7	1287	0.761
- CN1C(=O)/C(=C/c2ccc(C(=O)NC3CCCC3)cc2)Oc2ccccc21
 : -2.3	0.73	2.7%	i	3.9	1582	1.1%	2.5	7.1	-8.9	0.287	-14.1	i	-0.284	0.47	14.1	1074	-0.31
- O=C(c1ccco1)N1CCN=C1SCc1cccc(F)c1
 : ·	-1.11	11.5%	i	9.4	937	11.8%	2.7	0.9	1.2	2.13	4.8	i	0.0559	1.53	8.9	·	2.91
- O=c1oc(Nc2cccc(Cl)c2)nc2ccccc12
 : -0.3	-0.00486	2.2%	i	5.7	1482	-0.4%	1.4	7.1	10.3	0.0385	2.7	i	-0.129	0.02	-29.3	1553	-0.199
- Cc1ccc(NC(=O)c2cc([N+](=O)[O-])ccc2NCc2cccnc2)cc1Cl
 : 6.4	0.203	4.5%	i	2.6	1531	5.0%	2.4	15.6	5.5	-0.169	22.3	i	-0.142	-0.4	0.1	1305	0.0298
- CCOC(=O)Oc1ccc2c(=O)c(Oc3cccc(C)c3)coc2c1
 : 2.2	0.994	2.1%	i	1.9	1514	-1.5%	1.7	7.7	-9.8	-0.398	-20.5	i	-0.156	-0.15	20.7	1304	-0.734
- COc1ccc(CNC(=O)CSc2nnc(C)c(=O)[nH]2)cc1
 : -0.3	-5.17	·	i	·	944	·	·	·	·	0.362	·	·	0.348	1.33	·	1340	-0.366
- CCOC(=O)c1c(C)n(-c2ccc(C)cc2)c2c(C(C(C)=O)C(=O)O)c(Br)c(O)c(O)c12 (stereo unspecified)
 : -5.3	0.109	44.3%	i	1.4	579	27.7%	1.7	4.4	7.2	-1.06	42.5	i	0.121	-0.19	37.0	1217	-2.53
- Cc1cc(Nc2ccccc2)n(-c2cccc(Cl)c2)n1
 : 1.3	-0.664	7.7%	i	4.0	898	-2.8%	1.8	18.3	29.1	0.923	28.8	i	-0.352	0.51	2.4	1055	2.64
- CCSC1(SCC)N=C(N)C2(C#N)C(c3ccc(OC)c(OC)c3OC)C12C#N (stereo unspecified)
 : -1.6	·	8.4%	i	·	1298	12.0%	·	·	2.6	·	19.6	·	·	1.28	·	1049	·
- O=C(Nc1ccccc1Oc1ccccc1)C1CCCC1
 : -2.5	-1.11	-1.5%	i	3.6	1370	8.1%	3.5	2.9	-4.9	2.09	18.2	i	-0.17	0.61	-46.3	609	1.91
- Cc1cccc(N2CC(O)(c3cccs3)[N+]3=C2CCCC3)c1C (stereo unspecified)
 : -2.2	0.228	-1.0%	i	7.0	757	23.1%	2.8	8.8	-5.3	0.637	-7.4	i	-0.272	-2.17	17.0	1032	0.401
- COc1cccc(N/C(N)=N/c2nc(C(F)(F)F)cc(C(F)(F)F)n2)c1
 : -4.4	0.422	-8.2%	i	2.5	1534	-11.3%	2.1	4.1	12.2	-0.131	6.7	i	-0.14	0.57	17.9	973	-0.76
- COc1ccc(NC(=O)C2CCC(CNc3c(N4CCOCC4)c(=O)c3=O)CC2)cc1Cl (stereo unspecified)
 : 0.0	1.48	·	i	·	1049	·	·	·	·	-0.0391	·	·	-0.247	0.01	·	1298	-0.917
